# Compound activity: PubChem, ICCB-Longwood Screening Facility, Harvard Medical School
# Polio RdRp inh: inhibitors of poliovirus RNA polymerase binding and polymerization. P03300. poliovirus polymerase elongation, fluorescence polarization; stronger effect = lower value. % elongation, % (compound at 16.7 µg/mL). hit rate 0.66% among 150,000; in the data active = % elongation below about 90%; note: some results filed as inactive read as strong as hits
# Target sequence (P03300 1749-2209 limits assumed): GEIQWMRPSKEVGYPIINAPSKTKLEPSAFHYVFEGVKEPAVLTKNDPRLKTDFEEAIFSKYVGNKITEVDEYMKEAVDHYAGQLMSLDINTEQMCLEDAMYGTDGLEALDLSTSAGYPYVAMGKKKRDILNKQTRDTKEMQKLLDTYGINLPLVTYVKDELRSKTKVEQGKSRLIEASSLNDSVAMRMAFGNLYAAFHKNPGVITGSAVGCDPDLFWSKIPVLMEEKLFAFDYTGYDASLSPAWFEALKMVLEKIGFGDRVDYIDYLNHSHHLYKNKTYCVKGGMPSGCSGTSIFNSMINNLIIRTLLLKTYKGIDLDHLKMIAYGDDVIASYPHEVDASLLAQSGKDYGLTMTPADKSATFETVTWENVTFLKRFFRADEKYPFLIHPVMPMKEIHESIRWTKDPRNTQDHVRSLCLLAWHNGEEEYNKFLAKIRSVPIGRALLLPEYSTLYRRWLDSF
# Polio RdRp inh FP z-score: recorded beside Polio RdRp inh, whose call it bears; z-score; measured here: FP z-score; hits read low
# * = called active by the depositor. The list is partial. The share of hits here may be higher or lower than overall.
SMILES,Polio RdRp inh,Polio RdRp inh FP z-score
Cc1c(C(=O)OCC2=NC3SC4=C(CCCC4)C3C(=O)N2)oc2ccccc12 (stereo not given),102.0,-0.1
COc1cccc2c1cc1c(=O)n(CC(=O)NCCc3ccc(S(N)(=O)=O)cc3)nc(C)n12,102.0,0
CCN(CC)S(=O)(=O)c1ccc(NC(=O)c2ccccc2Cl)cc1,102.0,0.3
COc1cccc(-c2nc(SCC(=O)NCc3ccco3)c3c(=O)n(C)c(=O)n(C)c3n2)c1,104.0,-1
O=C(CSC1=NC(=O)C(Cc2ccccc2)C(=O)N1)NCc1ccccc1 (stereo not given),102.0,0
O=C(CSc1ncnc2ccccc12)c1ccc[nH]1,124.0,2.7
O=C(CCC(=O)Nc1ccccc1)Nc1ccccc1,98.0,-1.1
Cc1cc(NN)nc2ccccc12,102.0,0.2
O=C(OCC(=O)c1ccccc1)C1=COCCO1,97.0,-0.2
O=C(NCc1ccccc1Cl)c1ccc2c(c1)NC(=O)C(CS(=O)(=O)Cc1ccc(F)cc1Cl)N2 (stereo not given),90.0,-3.5
CCCCNC(=O)c1cc2c(=O)n3cccc(C)c3nc2s1,106.0,0.1
O=C(O)COc1ccc2c(c1)CCC2,103.0,0.3
CCOc1ccc(CCNC(=O)CS(=O)(=O)Cc2nc(-c3ccc(OC)cc3)oc2C)cc1,102.0,-0.4
O=C(O)COc1cc(Br)c(Br)c(Br)c1O,102.0,0.1
COc1cc2c(cc1OC)CN(C(=O)c1ccco1)CC2,106.0,0.2
N#CN=C(N)c1sc2nc3c(cc2c1N)CCCCC3,104.0,0.3
COc1ccccc1Cc1nc2ccccc2nc1SCC(=O)NCc1ccc(C)cc1,111.0,1.2
C/C(=N\N)c1c(C)cc(C)[nH]c1=O,105.0,1.4
Cc1ccc2c(Sc3ccc(Cl)cc3)c(C(=O)NCCN3CCOCC3)[nH]c2c1,104.0,0.5
CN(c1ccc(O)cc1)c1nc(-c2cccs2)cs1,102.0,0.1
O=C(CSc1nc2ccc(NC(=O)C3CCCCC3)cc2s1)NCC1CCCO1 (stereo not given),104.0,0.2
Cc1oc(-c2ccc(Cl)cc2)nc1CS(=O)CC(=O)NCCc1ccccc1 (stereo not given),102.0,-0.1
Cn1c(Cn2cnc3ccccc32)nc2ccccc21,104.0,0.4
Cc1ccc(S(=O)C(F)(F)F)cc1 (stereo not given),104.0,0.3
CCOc1ccc(CNC(=O)C2=Cc3cc(Br)ccc3OC2)cc1OC,100.0,-1.6
SMILES,Polio RdRp inh,Polio RdRp inh FP z-score
OC1CCC(Nc2ccnc3cc(Cl)ccc23)CC1 (stereo not given),99.0,-0.3
Clc1ccc(-c2nn3c(-c4ccco4)nnc3c3ccccc23)cc1,106.0,1
Cc1ccc(CN(C(=O)COc2ccc([N+](=O)[O-])cc2)c2ccccn2)cc1,162.0,4.1
COC(=O)Cn1nnc(-c2nnn(COC(C)=O)c2-c2ccccc2)c1-c1ccccc1,110.0,0.7
CCN(c1cccc2ccccc12)S(=O)(=O)c1ccccc1,108.0,0.5
Cc1ccc(S(=O)(=O)CCSc2nc(C3CC3)cc(C(F)(F)F)c2C#N)cc1,109.0,0.5
CCOC(=O)/C=C(/C)Nc1ccc(OC)cc1,102.0,0
CC(C)(CNc1nnnn1-c1ccccc1)N1CCOCC1,96.0,-1.2
Cc1ccccc1OCC(=O)Nc1ccc2nc(SCC(=O)N3CCCC3)sc2c1,116.0,2
CCOc1ccccc1NC(=O)Cc1ccc(OCc2c(C)noc2C)cc1,109.0,0.7
COc1cc(NC(=O)CCS(=O)(=O)c2nc(-c3cccs3)cc(C(F)(F)F)n2)cc(OC)c1OC,109.0,0.6
CC(C)c1ncc(C(O)c2ccccc2)n1C (stereo not given),100.0,-0.2
Nc1cccc(Cl)c1F,103.0,0.2
CCCC(C)NC(=O)Cc1ccc(Cl)cc1 (stereo not given),113.0,1.6
CC(=O)N1CCc2c(sc3c2c(=O)n(CCc2ccccc2)c(=O)n3Cc2ccc(Cl)cc2)C1,108.0,1
Cc1ccc(S(=O)Cc2nc(-c3ccc(C(=O)NC(C)c4ccccc4)cc3)oc2C)cc1 (stereo not given),112.0,0.8
Cc1ccc(-c2nn(-c3ccccc3)cc2CSC(=N)N)cc1,100.0,-0.5
CCOc1ccc(C(=O)NC2CC2)c(OCC)c1,100.0,-1.2
O=C1/C(=C/c2cccc3c2OCO3)CCC/C1=C\c1cccc2c1OCO2,112.0,0.8
CC(C)(C)n1nc(-c2ccc(Cl)cc2)c(C#N)c1N,104.0,0.8
CCn1c(C)c(C)c2cc(C(=O)NC3CCCC3)ccc21,102.0,0.6
CCC(Oc1ccccc1Cl)C(=O)O (stereo not given),106.0,1.2
C/C(Cn1c(=O)oc2ccccc21)=N\OC(=O)Nc1ccccc1,102.0,0.2
CSc1nnc(CCN)n1C,106.0,1
CC(C)Oc1ccc(CNC(=O)CCS(=O)(=O)c2ccc3c(c2)CC(=O)N3C)cc1,99.0,-1.2

# Entries of single compounds, looked up by structure. Order of values: Polio RdRp inh	Polio RdRp inh FP z-score
# Results for O=C(CSC1=NC(=O)C(Cc2ccccc2)C(=O)N1)NCc1ccccc1 (stereo not given) : 102.0	0
# Results for O=C(CSc1ncnc2ccccc12)c1ccc[nH]1 : 124.0	2.7
# Results for COc1cccc(-c2nc(SCC(=O)NCc3ccco3)c3c(=O)n(C)c(=O)n(C)c3n2)c1 : 104.0	-1
# Results for CC(C)(CNc1nnnn1-c1ccccc1)N1CCOCC1 : 96.0	-1.2
# Results for O=C(CSc1nc2ccc(NC(=O)C3CCCCC3)cc2s1)NCC1CCCO1 (stereo not given) : 104.0	0.2

# Next section
SMILES,Polio RdRp inh,Polio RdRp inh FP z-score
CN(Cc1ccccc1)C(=O)c1nc(-c2ccc(Cl)cc2)n2c1CCCCC2,107.0,0.2
O=C(COc1ccc(Br)cc1)NCCCN1CCCC1=O,101.0,-0.4
Cc1ccc(CN2CCSc3ccc(C(=O)Nc4ccc(F)cc4F)cc32)cc1,108.0,1.1
O=C(CSc1nc(-c2cccc(F)c2)[nH]c1-c1ccccc1)Nc1ccc2c(c1)OCCO2,114.0,0.5
CN(CC(=O)Nc1ccc(Cl)cc1)CC(=O)Nc1ccc(C(N)=O)cc1,101.0,-0.2
Oc1ccccc1C(C#Cc1ccccc1)N1CCOCC1 (stereo not given),102.0,0.2
CC(C(N)=O)N1C(=O)c2cccc3cccc1c23 (stereo not given),100.0,0.2
O=C1OCCC1Sc1cccc2cccnc12 (stereo not given),107.0,0.5
CC(=O)N1Cc2ccccc2CC1C(=O)NCc1ccc2c(c1)OCO2 (stereo not given),103.0,0.1
CC(NC(=O)c1cc2c(s1)CS(=O)(=O)C2)c1ccccc1 (stereo not given),99.0,-1.1
CCOc1ccc(N2CC(C(=O)OC(C)C(=O)c3ccccc3)CC2=O)cc1 (stereo not given),103.0,0.2
COc1cccc(Oc2ccc(C(F)(F)F)cc2NC(=O)CSCC(=O)Nc2cc(C)on2)c1,103.0,0.1
CC(CNC(=O)c1nnc(Cc2cccc(F)c2)o1)c1ccccc1 (stereo not given),111.0,0.8
CC(=O)N1CCc2cc(S(=O)(=O)NCCC(=O)Nc3nc4ccc(C)cc4s3)ccc21,101.0,0.2
CC(C)(C)NC(=O)Nc1ccc(Cl)cc1,100.0,-0.3
CCN(CC)c1ccc(NC(=S)NC(C)C)cc1,100.0,-0.1
CSc1nc2ccccc2n1CN(C)Cc1ccccc1,101.0,0
COc1cc(CCC(=O)NCc2ccc3c(c2)CCN3C(=O)c2cccc(C)c2)cc(OC)c1OC,99.0,-1.8
Cc1cc(=O)n2nc(N3CCC(C(=O)NCc4ccccc4)CC3)sc2n1,109.0,0.1
CCOC(=O)CSc1ncnc2c1c(-c1ccccc1)cn2-c1ccc(OC)cc1,104.0,0
COC(=O)CSc1nc(C)nc2c1oc1ccccc12,100.0,-0.1
CSCCC(=O)Nc1ccccc1I,106.0,0.4
COc1cc2cc(C(=O)c3ccccc3O)cnc2cc1OC,95.0,-0.6
CCN(c1cccc(C)c1)S(=O)(=O)c1cc2c3c(c1)CCN3C(=O)CC2,102.0,-0.3
Cc1cc(C)c(S(=O)(=O)NCCc2csc3nc(-c4ccc(Cl)cc4)nn23)c(C)c1,106.0,-0.3
SMILES,Polio RdRp inh,Polio RdRp inh FP z-score
Cc1sc2c(c1C)C(=O)NC(c1cccc(O)c1)N2 (stereo not given),100.0,-0.4
FC(F)(F)c1ccccc1-c1ncc(-c2ccccc2)o1,104.0,0
N#C/C(=C\c1ccc(F)cc1)C(=O)NCC1CCCO1 (stereo not given),109.0,1.1
COc1ccc(S(=O)(=O)N2CCN(C(=O)C(C)Oc3ccc(F)cc3)CC2)cc1 (stereo not given),103.0,0.1
CC(C)Cc1ccc(C(=O)C(C)N2CCN(c3ccc(C(F)(F)F)cn3)CC2)cc1 (stereo not given),103.0,0.6
COc1ccc(-c2cc(C(=O)NCCc3ccc(OC)c(OC)c3)c3ccccc3n2)cc1,105.0,0.3
O=C(NC1CCCCCC1)c1ccc2c(c1)OCO2,102.0,0.2
O=S(=O)(Nc1ccc2ccccc2c1)c1cccs1,103.0,-0.1
O=C(CC1CCCC1)Nc1c(C(=O)Nc2ccccc2)oc2ccccc12,101.0,0.5
COc1ccc(CNC(=O)CCC(=O)N2CCSc3ccccc32)cc1,112.0,1.1
CCOC(=O)c1ccc(N2C(=O)c3[nH]nc(-c4ccc(OCC)cc4)c3C2c2ccc(OC)cc2OC)cc1 (stereo not given),107.0,-0.2
C[N+]1(C)C[C@@H](O)C[C@H]1C(=O)[O-],101.0,0.1
O=C(Nc1ccc(O)cc1)c1c(O)c2ccccc2[nH]c1=O,118.0,1.7
Cc1cccc(N2CCN(CCNC(=O)c3ccc4nc(N5CCOCC5)sc4c3)CC2)c1C,103.0,0.1
CCCn1c(=O)sc2cc(NC(=O)c3ccc(OC)c(Br)c3)ccc21,108.0,-1.1
Cc1ccc(-c2cc3nc(-c4ccccc4)cc(N)n3n2)cc1,104.0,0.1
CCc1ccc2ncc(S(=O)(=O)c3ccccc3)c(N3CCOCC3)c2c1,99.0,-1.3
COc1ccc(CN(C(C)=O)c2ccccc2C(=O)O)cc1,98.0,-0.4
CCc1ccc(N2CCN(C(=O)c3ccc4c(c3)OCO4)CC2)cc1,99.0,-1.3
COc1ccc(CNC(=O)C2CCCN(C(=O)c3cnn(-c4ccc(F)cc4)c3-n3cccc3)C2)cc1 (stereo not given),108.0,0.1
Cc1cc(Nc2cccc(C(F)(F)F)c2)nc2ccc(NC(=O)C3COc4ccccc4O3)cc12 (stereo not given),102.0,0.2
COc1ccc(C2NC(=O)N(C)C3=C2C(=O)N(c2cccc(C(=O)O)c2)C3)cc1 (stereo not given),99.0,-0.8
CC(C(=O)Nc1ccc(S(N)(=O)=O)cc1)N1C(=O)C2C3C=CC(C3)C2C1=O (stereo not given),100.0,-0.1
Cc1ccc(CN(C(=O)COc2ccc(Cl)cc2)c2ccccn2)o1,108.0,0.1
Cc1ccn2cc(-c3ccc(F)cc3)nc2c1,101.0,-0.3
SMILES,Polio RdRp inh,Polio RdRp inh FP z-score
O=C(Nc1ccccc1C(=O)N1CCCCCC1)c1cccc(S(=O)(=O)N2CCCCCC2)c1,99.0,-1.6
Cc1ccc(/C(O)=C/c2nc3ccccc3[nH]c2=O)cc1C,89.0,-3.4
CCCCN(C)C(=O)C(Cc1ccccc1)NS(=O)(=O)c1ccc2c(c1)c(=O)n(C)c(=O)n2C (stereo not given),101.0,-0.3
Cc1cc2c(=O)n(CC(=O)Nc3ccccc3)cnc2s1,104.0,1.2
Cc1cc(N2CC(C)CC(C)C2)nc2ccc(NC(=O)CCC(=O)NCc3ccco3)cc12 (stereo not given),103.0,0.3
Cc1cccc(CNC(=O)CCCN2C(=O)c3cccnc3Oc3ccccc32)c1,110.0,1
CCOC(=O)C1=NNC2C(=O)NC(=O)C12 (stereo not given),99.0,-1.4
CCc1cccc(C)c1NC(=O)N(Cc1ccccc1)C(C)C,109.0,0.7
COC(=O)CN1C(=O)COc2ccc(C)cc21,105.0,0.2
N/C(=N\OC(=O)Nc1ccccc1)c1ccno1,102.0,0
SCCCCOc1ccccc1Br,102.0,1
O=C(CN1CC(=O)Oc2ccccc21)Nc1ccc(O)cc1,107.0,0.9
Cn1nnnc1SCC(=O)NC1CC1,105.0,0.3
COc1cccc(N2CCN(S(=O)(=O)c3ccc4c(c3)N(C(C)=O)CCO4)CC2)c1,100.0,-1.2
COc1ccc(S(=O)(=O)Nc2cc3c(cc2NCc2ccccc2)n(C)c(=O)n3C)cc1,99.0,-1.6
CSc1ccc(CNC(=O)c2ccc(NC(=O)c3nsc4ccccc34)cc2)cc1,104.0,-0.7
COc1ccc(CN2CC(C(=O)NCCc3ccccc3)CC2=O)cc1 (stereo not given),100.0,-0.2
CCOC(=O)c1cc(S(=O)(=O)Nc2ccccc2)[nH]n1,105.0,-0.5
COC(=O)CC1Oc2ccc(Cl)cc2-n2cc(-c3ccc(F)cc3)nc21 (stereo not given),99.0,-1.7
CCOc1ccc(C(=O)Nc2cc3c(cc2N2CCCC2)n(C)c(=O)c(=O)n3C)cc1OCC,105.0,0.1
CCOC(=O)c1ccc(-n2c(CCC(=O)O)ccc2-c2ccccc2)cc1,100.0,-0.4
CN1CCN(S(=O)(=O)c2ccc(C(N)=O)cc2)CC1,101.0,-0.6
COc1cccc(NC(=O)CN(C)C(=O)C2CC3C=CC2C3)c1 (stereo not given),105.0,0.5
CCCCSc1nc(-c2cccc(OC)c2)nc2c1Cc1c(CO)cnc(C)c1O2,111.0,1

# Ordered by heavy-atom count (smallest number first): some entries from above.
SMILES,Polio RdRp inh,Polio RdRp inh FP z-score
Cc1ccc(/C(O)=C/c2nc3ccccc3[nH]c2=O)cc1C,89.0,-3.4
COc1ccc(CN2CC(C(=O)NCCc3ccccc3)CC2=O)cc1 (stereo not given),100.0,-0.2
CCCCN(C)C(=O)C(Cc1ccccc1)NS(=O)(=O)c1ccc2c(c1)c(=O)n(C)c(=O)n2C (stereo not given),101.0,-0.3

# Four compounds drawn at random from those above, as already listed:
SMILES,Polio RdRp inh,Polio RdRp inh FP z-score
CCc1cccc(C)c1NC(=O)N(Cc1ccccc1)C(C)C,109.0,0.7
Cc1cc2c(=O)n(CC(=O)Nc3ccccc3)cnc2s1,104.0,1.2
CCOC(=O)C1=NNC2C(=O)NC(=O)C12 (stereo not given),99.0,-1.4
Cc1ccc(/C(O)=C/c2nc3ccccc3[nH]c2=O)cc1C,89.0,-3.4
